# Screening data as filed in PubChem.
# Growth percent in the NCI-60 one-dose screen (48 h, 10 µM unless noted): 100 = growth as untreated, 0 = no growth, -100 = all killed.
# M14: M14 melanoma | 6.2% of 80,000 active | AID 1794745
# UACC-62: UACC-62 melanoma; AID 1794756; 5.4% of 81,000 active
# MDA-MB-435: MDA-MB-435 melanoma; AID 1794794; 7.8% of 82,000 active
# SK-MEL-5: SK-MEL-5 melanoma; 6.4% of 80,000 active
# UACC-257: UACC-257 melanoma; 4.4% of 78,000 active
# SK-MEL-28: SK-MEL-28 melanoma | 4.1% of 81,000 active | AID 1794761
# SK-MEL-2: SK-MEL-2 melanoma; 4.7% of 77,000 active
# MALME-3M: MALME-3M melanoma. 5.8% of 78,000 active
# Starred values were filed as active, the others as inactive; · = not tested or not shown; & = joins results of further samples; [ ] = dose if it differs, or a comment. The calls were made as follows: active = growth percent below 10; inactive = the rest. Random draw from the library. About 11% of those tested had a hit in this group.
# Values run as follows: M14	UACC-62	MDA-MB-435	SK-MEL-5	UACC-257	SK-MEL-28	SK-MEL-2	MALME-3M
OCCC1(O)CCCCC1
→ 106	102	101	104	95	102	112	96
O=C(O)C1=C(C(=O)O)C2C=CC1C2
→ 103	95	102	102	106	108	111	108
O=c1oc2c(c(C(F)(F)F)nn2-c2ccccc2)c2ccccc12
→ 112	97	108	99	110	108	106	·
COc1nc(OC)nc(-c2cc(-c3c(Cl)cccc3Cl)no2)n1
→ 110	97	99	96	116	121	108	130
O=[N+]([O-])c1ccc(Br)c(I)c1
→ 107	99	104	99	104	103	117	108
Oc1[nH]c(=S)sc1C=Nc1ccc(F)cc1
→ 108	101	105	102	111	110	107	98
COc1ccc([N+](=O)[O-])cc1NS(=O)(=O)c1ccc(Cl)c([N+](=O)[O-])c1
→ 96	82	92	95	86	107	86	102
CS(=O)(=O)Nc1ccc(OCc2nnc(-c3ccc(Cl)cc3)o2)c(F)c1
→ 99	84	104	92	100	102	112	111
OCC1OC(n2ccc3c(NO)ncnc32)C(O)C1O (centres undefined)
→ -90*	-89*	-55*	-91*	-57*	-47*	-79*	-69*
CSc1ccccc1N
→ 97	98	110	107	90	117	94	105
CC(C)=CCC[C@](C)(O)C1CC[C@]2(C)[C@@H]1CC[C@@H]1[C@@]3(C)CC/C(=N\OCCC#N)C(C)(C)[C@@H]3CC[C@]12C (some centres undefined)
→ 88	69	88	86	86	94	100	72
c1ccc(CNc2ncnc3[nH]ncc23)cc1
→ 104	80	93	109	87	105	85	111
Cc1nc2ccccc2nc(=O)c1NNc1ccccc1
→ 111	120	113	118	121	118	154	110
O=c1[nH]cnc2c1ncn2-c1ccc(N(CCO)CCO)cc1
→ 105	97	108	107	107	110	105	132
CCOC(=O)/C(C#N)=C\c1cccc2ccccc12
→ 103	101	102	100	80	104	83	92
CCc1c(Cl)c(C)c(Cl)c(O)c1Cl
→ 98	105	110	101	91	109	119	106
O=C(NN1C(=O)CCC1=O)c1ccc(Nc2ncnc3c2cnn3-c2cccc(Br)c2)cc1
→ 104	99	107	99	105	109	113	103
Cc1ccc(C)c(Oc2c(-c3nc4ccccc4[nH]3)c(C)nn2-c2ccccc2)c1
→ 89	56	98	97	105	102	·	87
CC/C(=C(\c1ccc(O)cc1)c1ccc(OCCN(C)C(=O)COCCNC(=O)Cc2ccc3c(c2)CN([C@@H]2CCC(=O)NC2=O)C3=O)cc1)c1ccccc1
→ 69	78	59	32	95	57	57	-13*
Cc1cc(N=O)c(C)cc1O
→ 99	95	103	103	105	102	106	124
Nc1c(C(=O)Nc2cccc3ccccc23)sc2nc3c(cc12)CCCCC3
→ 1.3*	38	-32*	37	63	72	51	76
CCC(CC)C(=O)OC(C)COc1ccccc1C(C)CC (centres undefined)
→ 94	·	102	97	71	112	87	105
Cc1c(O)nc(N)[nH]c1=O
→ 98	100	103	113	105	110	123	109
C=C(C)[C@@H]1CC[C@]2(C(=O)O)CC[C@]3(C)[C@H](CC[C@@H]4[C@@]5(C)C[C@@H](CC#Cc6ccc(Br)cc6)C(=O)C(C)(C)[C@@H]5CC[C@]43C)[C@@H]12
→ 5.6*	-29*	42	69	53	-36*	-13*	-20*
C/C(=C(/C)[C@H]1C[C@@H]1CCN(S(=O)(=O)c1ccc(C)cc1)S(=O)(=O)c1ccc(C)cc1)c1ccc(-c2ccccc2)cc1
→ 99	80	105	99	101	101	95	100
Cc1cnc(CSc2nc(-c3ccccc3)cn2-c2ccc(Cl)cc2)c(C)c1
→ ·	86	95	102	104	104	90	103
O=C(c1ccc(Br)cc1)[C@@H]1[C@@H]2CCCN2[C@@]2(C(=O)Nc3ccccc32)[C@H]1c1ccc(O)cc1
→ 91	76	95	96	97	99	103	89
COc1ccc(/C=N/C2=C(C#N)C(c3ccc([N+](=O)[O-])cc3)c3ccc4ccccc4c3O2)cc1 (centres undefined)
→ 94	77	72	86	96	107	84	93
C#CCn1cnc2c(Nc3ccccn3)nc(Cl)nc21
→ 99	93	106	100	99	103	101	104
COc1cc(-c2nnc(-c3c(-c4ccc(C)cc4)nc4ccccn34)o2)cc(OC)c1OC
→ 92	70	96	69	113	104	88	·
CNC(=O)c1cc(Oc2cccc3nc(NC(=O)Nc4cc(C(F)(F)F)cc(C(F)(F)F)c4)ccc23)ccn1
→ 36	41	40	60	58	33	51	21
OCC#CCOCC(O)CCl (centres undefined)
→ 103	102	100	104	90	108	89	97
O=C1NCCN1Cc1ccccc1
→ 100	100	112	109	99	108	101	124
CSc1ccc(SC2c3ccc(O)cc3Oc3nc(N)c(C#N)c(N)c32)cc1 (centres undefined)
→ 99	107	89	·	111	116	93	114
c1ccc2sc(Cc3ccc4c(c3)OCO4)nc2c1
→ 102	90	111	101	106	105	112	114
C(=Nc1cccc2ccccc12)Nc1cccc2ccccc12
→ 94	89	109	102	108	100	103	94
COc1ccc2[nH]c(=O)c(O)c(-c3ccc(F)cc3)c2c1
→ 91	·	103	93	107	103	94	101
COc1cc(C2C=C(c3ccc4c(c3)OCO4)NC(=S)N2)cc(OC)c1OC (centres undefined)
→ 90	74	58	92	93	102	84	105
C/C(=N\Nc1ccc([N+](=O)[O-])cn1)c1ccccc1
→ 109	100	101	97	107	106	102	144
O=C(Nc1ccccc1)Nc1ccccn1
→ 114	93	114	108	130	115	99	139

# The closing two compounds of the section before are carried over, then new ones follow.
# Values run as follows: M14	UACC-62	MDA-MB-435	SK-MEL-5	UACC-257	SK-MEL-28	SK-MEL-2	MALME-3M
C/C(=N\Nc1ccc([N+](=O)[O-])cn1)c1ccccc1
→ 109	100	101	97	107	106	102	144
O=C(Nc1ccccc1)Nc1ccccn1
→ 114	93	114	108	130	115	99	139
O=C(c1ccc(O)cc1)C1[C@H](c2ccc(Cl)cc2)[C@@H](c2ccccc2)NC12C(=O)Nc1ccc(Br)cc12 (some centres undefined)
→ -57*	-40*	-41*	-93*	66	-5.6*	-76*	-49*
Clc1ccnc2c1ccc1c(Cl)ccnc12
→ ·	44	90	76	94	98	68	89
C[C@H]1[C@H](/C=C/c2ccccc2)[C@H]1CCO
→ 102	94	107	99	96	99	103	94
Cc1ccc2cc(O)ccc2c1
→ 103	94	101	104	100	111	110	104
O=C(O)c1ncc(-c2ccc(C(F)(F)F)cc2F)c(NC2CCCCCC2)n1
→ 97	94	100	95	81	104	·	102
COc1ccc(-c2nc3cccc(O)c3c(=O)n2Cc2ccccc2)cc1COc1ccc(NC(C)=O)cc1
→ 54[3 µM]	37[3 µM]	60[3 µM]	29[3 µM]	67[3 µM]	55[3 µM]	87[3 µM]	·
O=C([O][Sn]([O]C(=O)c1ccccn1)([c]1ccccc1)[c]1ccccc1)c1ccccn1
→ 86	83	81	84	74	98	·	86
N[C@H]1C[C@@H](C(=O)O)CC1=C(C(F)(F)F)C(F)(F)F
→ 108	96	106	101	92	118	102	101
O/N=C/c1c2ccccc2cc2ccccc12
→ 105	94	105	99	·	113	104	112
O=C(c1ccccc1)C(Cl)C(Cl)c1ccccc1 (centres undefined)
→ 47	0.6*	34	89	·	67	96	4.3*
O=C1NC(=O)c2ccc(-c3ccc4c(c3)ncn4C3CCCCC3)c3cccc1c23
→ 114	70	105	81	63	114	95	128
CC/C(=N/O)c1ccc(O)cc1O
→ 106	106	96	107	102	107	118	104
COC(=O)c1nnn(CC(N)=O)c1CCNC(=O)c1ccccc1C(=O)O
→ ·	101	102	107	93	99	92	99
COc1ccc2cc([C@H](C)C(=O)N/N=C/c3ccccc3Br)ccc2c1
→ 97	80	99	82	97	100	101	79
CCOC(=O)C1=C(NC)OCC1=O
→ 102	103	110	93	92	110	116	113
CCCCCCCCCCCCNC(=S)N/N=C/c1ccccc1OCC
→ 105	82	99	100	113	103	94	119
CCN(CC)CCCNc1cc(OC)c(OC)c2cccnc12
→ 48	61	42	62	67	94	88	90
COc1ccc(-c2nc(NC(=O)c3ccc(OC)c(OC)c3)n[nH]2)cc1
→ 100	99	108	98	95	108	104	·
O=C(Cn1nc(-c2ccccc2)ccc1=O)NNC(=S)NC1CCCCC1
→ 122	96	110	100	111	108	109	105
CCOC(=O)c1sc2nc(-c3cccnc3)cc(-c3ccc(OC)c(OC)c3)c2c1N
→ 114	100	106	92	100	108	112	104
CCN(CC)CC(C)O (centres undefined)
→ 106	99	101	103	98	·	108	113
COc1ccc(NC(=O)COC(=O)c2ccc(C)s2)cc1S(=O)(=O)N1CCCCC1
→ 99	89	92	98	89	104	89	98
CC(=O)/C(=C/n1ccc(=O)[nH]c1=S)C(=O)Nc1ccc([N+](=O)[O-])cc1
→ 93	84	95	98	106	97	110	·
COc1cc(NCC(=O)Nc2cc(Nc3ccccc3Cl)ncn2)c(Cl)c(OC)c1Cl
→ 92	83	109	100	95	109	100	113
CN(C)S(=O)(=O)n1cnc([C@H]2c3c(ncn3Cc3ccccc3)C[C@H]3COC(=O)[C@H]32)c1
→ ·	113	114	101	113	100	132	107
CC/C(=N\N=C(/CC)c1ccc(Br)cc1)c1ccc(Br)cc1
→ 98	88	106	104	108	104	97	90
N#C/C(=C\c1c(-c2ccccc2)[nH]c2ccccc12)C(=O)c1ccc(Cl)cc1
→ 41	29	13	1.8*	68	51	75	37
COc1cc(C2Cc3c(nn(-c4ccc(C)cc4)c(=O)c3C#N)C(O)=C2[N+](=O)[O-])cc(OC)c1OC (centres undefined)
→ 100	84	91	84	97	91	94	82
COc1cc(/C=N\N=c2\sc3ccccc3n2C)ccc1OCCO
→ 111&103	93&101	95&101	66&92	121	119&113	108&99	115&117
Cc1cc(C)c2c(Nc3ncnc4c3sc3nc(C)cc(C)c34)csc2n1
→ 97	87	102	93	96	111	·	93
Nc1nc(Cl)nc2c1ncn2C1OCC(O)C(O)C1O (centres undefined)
→ 102	104	113	115	112	114	103	148
O=C(O)c1ccc([N+](=O)[O-])cc1S(=O)(=O)O
→ 108	101	108	100	100	103	96	108
Cc1cc(F)ccc1/C=C1\Cc2cc3c(cc2C1=O)OCO3
→ 78	82	17	74	94	95	110	84
OCCCc1n(Cc2ccc3ccccc3n2)c2ccccc2[n+]1Cc1ccc2ccccc2n1
→ 94	65	76	89	92	75	95	75
N=c1c(S(=O)(=O)c2ccccc2)cc2c(=O)n3ccccc3nc2n1Cc1ccco1
→ 108	92	112	101	98	111	114	109
Cc1cc(=O)n2n1-c1ccccc1NC(=O)C2
→ 101	104	101	104	·	112	97	105
CN(C)CCCOC1(Cc2ccc(F)cc2)CCCCCC1
→ 96	108	103	97	·	108	·	91
O=C(Nc1ccc(OS(=O)(=O)c2ccc(F)cc2)cc1)C1CCCC1
→ 99	95	100	91	103	94	88	94
COc1ccc(NC(=O)Cn2cccc(NC(=O)OCc3ccccc3)c2=O)cc1
→ 101	89	99	·	98	96	117	·
CN1CCCC1CN1CCCC1 (centres undefined)
→ 107	105	102	105	103	102	·	91

# The final six compounds of the section above lead into the next:
# Values run as follows: M14	UACC-62	MDA-MB-435	SK-MEL-5	UACC-257	SK-MEL-28	SK-MEL-2	MALME-3M
N=c1c(S(=O)(=O)c2ccccc2)cc2c(=O)n3ccccc3nc2n1Cc1ccco1
→ 108	92	112	101	98	111	114	109
Cc1cc(=O)n2n1-c1ccccc1NC(=O)C2
→ 101	104	101	104	·	112	97	105
CN(C)CCCOC1(Cc2ccc(F)cc2)CCCCCC1
→ 96	108	103	97	·	108	·	91
O=C(Nc1ccc(OS(=O)(=O)c2ccc(F)cc2)cc1)C1CCCC1
→ 99	95	100	91	103	94	88	94
COc1ccc(NC(=O)Cn2cccc(NC(=O)OCc3ccccc3)c2=O)cc1
→ 101	89	99	·	98	96	117	·
CN1CCCC1CN1CCCC1 (centres undefined)
→ 107	105	102	105	103	102	·	91
Cc1cc(C(=O)NOCCO)c(Nc2ccc(I)cc2F)n(C)c1=O
→ 7.7*	-1.8*	35	50	-20*	1.5*	·	-4.7*
CCOC(=O)c1cccc(NC2=C(Cl)C(=O)c3nc(C)ccc3C2=O)c1
→ 96	96	108	98	82	103	105	96
O=C1OS(=O)(=O)Nc2ccccc21
→ 107	82	102	115	82	116	122	152
COc1cc(/C=N/NC(=O)CC#N)ccc1O
→ 90	89	106	93	105	101	111	95
N#Cc1ccccc1-c1ccc(CN2C(=O)S/C(=C\c3ccc(Br)cc3)C2=O)cc1
→ 98	89	95	99	92	108	102	97
CC1(C)Oc2ccccc2O1
→ 113	94	100	100	101	108	101	105
COc1ccc(/C=C2\SC(=O)N(Cc3cc(=O)oc4ccc(Cl)cc34)C2=O)cc1
→ 105	89	106	100	110	104	109	·
O=C1N(Cc2ccc(Cl)cc2)c2ccccc2S(=O)(=O)N1c1cccnc1Cl
→ 107	102	108	97	121	113	118	104
Cc1[nH]c(C(=O)Nc2ccc(C(=O)N3CCNCC3)cc2OC(C)C)c(Cl)c1Cl
→ 46	102	36	93	101	105	106	73
Nc1c(C(=O)Nc2cccc([N+](=O)[O-])c2)sc2nc3c(cc12)C(=O)CCC3
→ 78	58	26	52	80	68	38	80
C(CCc1nn[nH]n1)CCC1CCCCC1
→ 101	99	105	99	·	110	·	·
O=[N+]([O-])c1ccccc1C(O)Cc1ccc2ccccc2n1 (centres undefined)
→ 90	83	103	90	93	93	108	90
Cc1cn[nH]c1
→ 105&109	108&103	103&102	109&114	94&105	123&96	115&117	106&110
O=C1/C(=C/C=C/c2ccco2)SC(=S)N1C1CCCCC1
→ 94	57	85	58	68	73	·	84
CCNc1nnc(COc2ccc3c(C)c(C)c(=O)oc3c2)s1
→ 89	78	94	81	91	102	106	73
